From PubChem
Lmaj promast: Leishmania major promastigote growth inhibition, primary screen; inhibition, % at 10 µM; 200,000 tested, 9% active; Leishmania major promastigotes, resazurin fluorescence viability; AID 1063, 2008; in the data active = inhibition above about 50%;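 note: promastigotes grown with compound for 44 hours at 28 °C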
PPARg SRC-3 ag: PPARgamma agonists recruiting SRC-3 coactivator, primary screen, biochemical; Peroxisome proliferator-activated receptor gamma (Homo sapiens), P37231; biochemical PPARgamma/SRC-3 coactivator recruitment assay; activation, % at 8 µM; 200,000 tested, 0.26% active; in the data active = activation above about 23%;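 note: 0% = DMSO and 100% = reference agonist; some compounds past the cut are filed as inactive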
Target sequence (P37231 whole entry, looked up): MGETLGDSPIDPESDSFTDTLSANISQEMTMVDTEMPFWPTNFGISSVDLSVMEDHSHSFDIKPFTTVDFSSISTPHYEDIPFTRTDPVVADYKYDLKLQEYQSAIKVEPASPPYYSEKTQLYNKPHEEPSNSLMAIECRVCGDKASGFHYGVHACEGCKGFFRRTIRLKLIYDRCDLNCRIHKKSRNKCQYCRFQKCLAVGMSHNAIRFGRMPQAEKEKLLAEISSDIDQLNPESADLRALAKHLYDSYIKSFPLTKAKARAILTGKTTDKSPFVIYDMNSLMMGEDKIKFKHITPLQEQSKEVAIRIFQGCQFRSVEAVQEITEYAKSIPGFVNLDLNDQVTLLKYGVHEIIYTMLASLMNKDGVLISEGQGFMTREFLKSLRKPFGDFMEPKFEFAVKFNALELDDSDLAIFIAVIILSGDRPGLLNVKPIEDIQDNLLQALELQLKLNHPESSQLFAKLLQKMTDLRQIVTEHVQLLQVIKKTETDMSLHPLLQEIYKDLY
PPARg SRC-2 ag: agonists of PPARg-SRC-2 recruitment, primary screen, biochemical, HTS; activation, % at 8 µM; Peroxisome proliferator-activated receptor gamma (Homo sapiens), P37231; 200,000 tested, 0.34% active; PPARgamma LBD-SRC-2 recruitment; AID 1032, 2008; in the data active = activation above about 22%;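 note: 0% = vehicle and 100% = reference agonist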
TLR4 MyD88 comp: inhibitors of TLR4-MyD88 association in cells, primary screen, cell-based, HeLa CL3-4, BLA complementation, FRET ratio. Toll-like receptor 4 (Homo sapiens) + Myeloid differentiation primary response protein …. HeLa CL3-4 TLR4/MyD88 BLA complementation. inhibition, % at 8.4 µM. 200,000 tested, 0.18% active. AID 861, 2007; in the data active = inhibition above about 25%;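 note: 0% = vehicle and 100% = reference inhibitor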
bIAP activator: bovine intestinal alkaline phosphatase activators, primary screen, biochemical, bovine IAP, CDP-star luminescence; AID 1016, 2008; 200,000 tested, 0.17% active; activation factor at 20 µM; purified bovine IAP, 30 min; stronger effect = higher value; fold of DMSO-control signal, blank-subtracted;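 active = activation factor of 2 or more at 20 µM, a signal rise over negative controls twice the positive control's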
bIAP inhibitor: bovine intestinal alkaline phosphatase inhibitors, primary screen, selectivity assay for TNAP inhibitor project, biochemical, bovine IAP, CDP-star luminescence; purified bovine IAP, 30 min; inhibition, % at 20 µM; 190,000 tested, under 10 active; AID 1019, 2008;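 active = over 50% inhibition of intestinal alkaline phosphatase at 20 µM in the single-dose screen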
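Assay system – bovine IAP enzyme · Quantity – bovine IAP at 1/65,000,000 final dilution · Detection – CDP-star luminescence signal · Times – 30 min reaction at room temperature · Also added – CDP-star substrate at 30 µM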
ROMK mod: ROMK potassium channel modulators, primary screen, cell-based, thallium flux, MLSMR library. Tet-inducible ROMK, thallium flux fluorescence; actives lie on both sides. B-score at 10 µM. AID 1918, 2009. 130,000 tested, 2% active;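 active = signal ratio slope over the read window, or its plate-corrected B-score, at least 3 SD from the plate mean, either direction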;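 note: B-score of the F/F0 ratio slope over 7 to 12 s after thallium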
Target sequence (P48048 whole entry, looked up): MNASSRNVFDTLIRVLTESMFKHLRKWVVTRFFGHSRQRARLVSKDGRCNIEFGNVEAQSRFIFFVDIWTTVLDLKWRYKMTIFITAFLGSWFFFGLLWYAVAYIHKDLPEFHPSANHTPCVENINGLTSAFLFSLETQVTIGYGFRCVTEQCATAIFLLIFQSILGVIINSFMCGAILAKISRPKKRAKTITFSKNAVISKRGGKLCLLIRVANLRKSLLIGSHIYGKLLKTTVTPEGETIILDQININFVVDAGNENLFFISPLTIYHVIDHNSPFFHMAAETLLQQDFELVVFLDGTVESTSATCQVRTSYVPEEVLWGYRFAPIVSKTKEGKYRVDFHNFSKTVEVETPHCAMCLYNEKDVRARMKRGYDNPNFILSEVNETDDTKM
TR-FRET SRC-2 ct: TR-FRET signal artefacts, primary screen, artefact control for PPARgamma SRC-2 agonist project, biochemical | 200,000 tested, 0.4% active | TR-FRET ratio at 8 µM | TR-FRET artefact counter-screen; stronger effect = higher value | AID 1049, 2008; in the data active = TR-FRET ratio above about 2000; note: inactives centre near 1500
DTT redox prof: compounds producing H2O2 with reducing agent – biochemical, NIH compound library profiling, artefact control for MLSCN library redox annotation, primary screen; 200,000 tested, 0.03% active; activation, % at 10 µM; DTT-dependent redox cycling H2O2, phenol red/HRP absorbance; 100% = 100 µM peroxide control, 0% = buffer;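 active = activation of at least 50% relative to the plate's high and low controls in the primary single-dose screen; inactive = activation below 50%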;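 note: compound incubated with DTT at 0.8 mM final as the reducing agent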
PPARg SRC1 recr: PPARgamma agonists recruiting SRC-1 coactivator, primary screen, biochemical; 200,000 tested, 0.41% active; activation, % at 8 µM; PPARgamma-SRC-1 coactivator recruitment biochemical assay; AID 631, 2007; Peroxisome proliferator-activated receptor gamma (Homo sapiens), P37231; in the data active = activation above about 19%;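 note: 0% = DMSO and 100% = reference agonist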
S1P3 antagonist: S1P3 receptor antagonists, primary screen, cell-based; Sphingosine 1-phosphate receptor 3 (Homo sapiens), Q99500; CHO S1P3 NFAT-BLA reporter, FRET fluorescence, antagonist mode; 170,000 tested, 0.27% active; AID 485, 2006; inhibition, % at 4.98 µM;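 active = inhibition above the plate cutoff, the mean inhibition of test wells on that plate plus 3 SD, cut at about 28% in these data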;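 note: cells challenged with S1P at its EC80 of 0.8 µM; blue over green emission ratio from cleaved BLA substrate after 4 h stimulation; 0% = S1P-stimulated wells and 100% = unstimulated DMSO-only wells; some compounds past the cut are filed as inactive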
* marks the source's active call; other numbers are inactive results; · = no result given. Not a hit list. Share with any hit: about 11%.

1: CCOc1ccc(CN2CCN(Cc3nc4c(s3)CCCC4)CC2CCO)cc1 (stereo not drawn)
2: Brc1cc2c(cc1Br)OCCOCCOCCOCCO2
3: COc1ccc(NC(=O)c2ccc3c(SCC(=O)O)c4c(nc3c2)CCCC4)cc1Cl
4: CC(OC(=O)CCc1nc2ccccc2c(=O)[nH]1)C(=O)c1ccc(Br)cc1 (stereo not drawn)
5: c1ccc(Nc2cc(-c3ccccc3)nc3ncnn23)cc1
6: CC(O)Cn1nc([N+](=O)[O-])nc1N (stereo not drawn)
7: Cc1cccc(N2C(=O)CN(Cc3cccs3)C2=S)c1
8: COCCNC(=O)/C(C#N)=C/c1ccc(SC)cc1
compound no.	1	2	3	4	5	6	7	8
Lmaj promast	11	-7	-9	-3	9	8	0	4
PPARg SRC-3 ag	-4	-1	6	2	15	1	10	4
PPARg SRC-2 ag	6	9	11	7	3	-1	-4	3
TLR4 MyD88 comp	1	3	7	0	-7	-5	-9	0
bIAP activator	1.1	1	1.1	0.8	0.8	1	1	1.1
bIAP inhibitor	-10	-4	-14	18	18	-1	1	-10
ROMK mod	-0.045	-0.28	1.8	-0.72	-0.58	-0.14	-0.76	-3.9*
TR-FRET SRC-2 ct	1532	1477	1809	1380	1553	1412	1378	1753
DTT redox prof	-1.2	0.2	-1.3	-0.3	-0.6	-0.3	0.0	0.0
PPARg SRC1 recr	1	1	13	-4	8	-7	8	10
S1P3 antagonist	-16	8	-1	-3	6	9	2	-2

3 compounds from above, arranged by molar mass, lowest first:
6: CC(O)Cn1nc([N+](=O)[O-])nc1N (stereo not drawn)
5: c1ccc(Nc2cc(-c3ccccc3)nc3ncnn23)cc1
4: CC(OC(=O)CCc1nc2ccccc2c(=O)[nH]1)C(=O)c1ccc(Br)cc1 (stereo not drawn)
compound no.	6	5	4
Lmaj promast	8	9	-3
PPARg SRC-3 ag	1	15	2
PPARg SRC-2 ag	-1	3	7
TLR4 MyD88 comp	-5	-7	0
bIAP activator	1	0.8	0.8
bIAP inhibitor	-1	18	18
ROMK mod	-0.14	-0.58	-0.72
TR-FRET SRC-2 ct	1412	1553	1380
DTT redox prof	-0.3	-0.6	-0.3
PPARg SRC1 recr	-7	8	-4
S1P3 antagonist	9	6	-3

Remaining list, next part.
9: O=C(NCC1CCCN(C(=O)c2cccnc2)C1)c1ccc(-c2ccccc2)cc1 (stereo not drawn)
10: O=C(Cn1cc(F)c(=O)[nH]c1=O)NCCO
11: O=C(Nc1cnccn1)c1cccc(C(F)(F)F)c1
12: O=C(CNC(=O)c1ccccc1)N/N=C/c1ccc([N+](=O)[O-])o1
13: CCOC(=O)c1cc2c(ccn2C)n1Cc1ccccc1C
14: CC(C)C(=O)Nc1cccc(S(=O)(=O)c2cccc(NC(=O)C(C)C)c2)c1
15: Cc1cccc(OCC(=O)Nc2ccccc2N2CCCCC2)c1
16: O=C1C(Cl)=C(Nc2ccccc2)C(=O)c2ccccc21
compound no.	9	10	11	12	13	14	15	16
Lmaj promast	-6	-2	-4	99*	7	66*	2	-5
PPARg SRC-3 ag	5	1	2	-3	1	7	-6	4
PPARg SRC-2 ag	6	1	65*	3	3	4	-8	8
TLR4 MyD88 comp	2	3	10	9	-9	5	-4	-3
bIAP activator	1.1	1.1	0.9	1	1.1	0.9	0.6	0.7
bIAP inhibitor	-10	-7	15	-2	-8	7	38	26
ROMK mod	0.86	-0.0063	·	·	-0.97	·	0.5	-0.055
TR-FRET SRC-2 ct	1254	1565	2375*	1714	1462	1672	1456	1533
DTT redox prof	-0.3	-1.6	1.0	-0.2	0.4	-0.9	0.8	0.4
PPARg SRC1 recr	-4	5	0	7	4	6	-6	6
S1P3 antagonist	0	6	-25	-1	-37	·	1	-26

17: Cn1c(OCc2ccc3c(c2)OCO3)nc2c1c(=O)n(Cc1ccc(Cl)c(Cl)c1)c(=O)n2C
18: COC(=O)CSc1nc(N2CCCCC2)c2c(c1C#N)CCCC2
19: COc1cccc(NC2=NC3(CCCCC3)N=C(N)N2)c1
20: Cc1cccc(NC(=S)N(CCc2nc3cc(C)c(C)cc3[nH]2)Cc2cccnc2)c1
21: COc1ccccc1NS(=O)(=O)c1cccc(C(=O)N/N=C/c2ccccc2OCC(=O)O)c1
22: CCOC(=O)Nc1ccc2c(c1)N(C(=O)CCN1CCN(CCO)CC1)c1ccccc1S2
23: COc1ccccc1N1CCN(C(=O)CCn2c(=O)[nH]c3ccccc3c2=O)CC1
24: COc1ccc(CCNC(=O)c2cc(=O)[nH]c3ccc(Br)cc23)cc1OC
compound no.	17	18	19	20	21	22	23	24
Lmaj promast	-5	-4	-2	-4	-2	0	1	-3
PPARg SRC-3 ag	10	8	4	4	2	5	-1	1
PPARg SRC-2 ag	12	14	1	0	-4	0	-1	1
TLR4 MyD88 comp	2	-7	-8	4	1	2	3	11
bIAP activator	1	0.9	4.3*	0.9	1.1	·	0.7	1
bIAP inhibitor	4	13	-332	6	-12	·	30	5
ROMK mod	·	·	·	·	0.011	·	0.57	·
TR-FRET SRC-2 ct	1531	1692	1596	1477	1719	1341	1588	1660
DTT redox prof	0.7	-3.7	0.6	0.1	-0.9	1.8	0.1	0.5
PPARg SRC1 recr	12	8	3	3	0	-17	-4	2
S1P3 antagonist	·	10	-7	·	-17	·	·	-6

25: COc1ccc(NC(=O)Nc2ccon2)c(OC)c1
26: CC1=NOC(=O)/C1=C\c1ccc(-c2ccccc2Br)o1
27: Cc1nn(C)c(C)c1C1C(C#N)=C(N)OC2=C1C(=O)CCC2 (stereo not drawn)
28: CCc1nnc(SCC(=O)Nc2ccccc2)nc1CC
29: O=C(Nc1nnc(SCC(=O)N2CCCCC2)s1)c1cccs1
30: Cc1ccc(-c2noc(CN(C(=O)C34CC5CC(CC(C5)C3)C4)C(C)C)n2)cc1
31: Cc1nc2c3ccccc3n(CCN3CCCCC3)c2s1
32: COc1ccc(C(OCC2CO2)c2ccc(OC)cc2)cc1 (stereo not drawn)
compound no.	25	26	27	28	29	30	31	32
Lmaj promast	-4	99*	-2	-5	-6	6	2	-7
PPARg SRC-3 ag	2	51*	2	7	-1	-7	6	-1
PPARg SRC-2 ag	6	118*	9	-3	3	1	4	8
TLR4 MyD88 comp	-3	26*	-13	-3	5	-5	1	-6
bIAP activator	0.9	0.8	1	0.9	1	1	0.9	1.1
bIAP inhibitor	6	22	4	9	-5	0	11	-8
ROMK mod	-0.0041	-8.7*	0.043	·	0.024	0.35	·	-0.21
TR-FRET SRC-2 ct	1724	3893*	1711	1636	1676	1476	1519	1669
DTT redox prof	1.1	-0.5	-0.5	0.3	-1.4	-0.3	0.1	-1.2
PPARg SRC1 recr	8	82*	1	9	8	-5	2	4
S1P3 antagonist	4	-5	0	-7	4	0	·	-12

33: CCC(C(=O)c1ccc2ncccc2c1)c1ccccc1 (stereo not drawn)
34: COC(=O)c1nnn(CC(=O)Nc2cccc(Cl)c2C)c1C(=O)OC
35: COc1cccc(N(C(=O)CNC(=O)c2ccco2)C(C(=O)NC2CCCC2)c2ccncc2)c1 (stereo not drawn)
36: CC(=O)c1cccc(NC(=O)c2ccc(N(Cc3ccccc3)S(C)(=O)=O)cc2)c1
37: Cc1cccc(N(C)C(=O)c2cc3cc4ccc(C)cc4nc3o2)c1
38: Cn1c(=O)c2c(nc(NCCCO)n2Cc2cccc(C(F)(F)F)c2)n(C)c1=O
39: CCn1c(SCC(N)=O)nnc1-c1ccc2[nH]c(C)c(C)c2c1
40: Cc1ccc(Cn2cccc2C2=NC(C)CO2)cc1 (stereo not drawn)
compound no.	33	34	35	36	37	38	39	40
Lmaj promast	-5	-4	2	-2	14	-1	4	-3
PPARg SRC-3 ag	2	-6	2	11	3	1	12	-2
PPARg SRC-2 ag	4	-2	1	6	6	7	3	5
TLR4 MyD88 comp	-2	0	-8	-6	-3	1	9	1
bIAP activator	0.9	1	0.9	1	0.9	0.9	0.9	1
bIAP inhibitor	5	4	10	-2	11	7	11	2
ROMK mod	·	0.37	·	·	·	-0.013	·	0.86
TR-FRET SRC-2 ct	1528	1526	1432	1550	1575	1479	1700	1401
DTT redox prof	-0.1	0.2	3.0	-0.8	0.8	1.1	0.7	0.0
PPARg SRC1 recr	-4	1	-1	3	-6	-6	-3	1
S1P3 antagonist	20	·	-17	·	13	·	18	·

41: CN(C)c1ccc(NC2=C(Cl)C(=O)c3ccccc3C2=O)cc1
42: S=C(Nc1cccc(Br)c1)N1CCn2cccc2C1c1cccnc1 (stereo not drawn)
43: CC1(c2ccccc2)NC(=S)N2C1NC(=S)N2c1ccccc1 (stereo not drawn)
44: Cc1[nH]nc(Nc2ccccc2)c1[N+](=O)[O-]
45: Cc1ccc(Cl)cc1Nc1nc(-c2sc(NC(=O)c3ccccc3)nc2C)cs1
compound no.	41	42	43	44	45
Lmaj promast	11	91*	0	-16	50*
PPARg SRC-3 ag	5	2	3	-8	2
PPARg SRC-2 ag	4	8	3	0	-8
TLR4 MyD88 comp	-33	1	9	3	5
bIAP activator	1	1	0.8	0.8	1.1
bIAP inhibitor	3	5	18	21	-5
ROMK mod	-0.22	0.011	-1.8	-0.41	·
TR-FRET SRC-2 ct	1658	1577	1489	1498	1320
DTT redox prof	-0.4	-0.4	0.2	-4.5	-12
PPARg SRC1 recr	11	3	-3	-6	-1
S1P3 antagonist	-49	8	·	·	·
